# From PubChem BioAssay
# GALK inh: qHTS Assay for Inhibitors of Human Galactokinase (GALK); Purified GALK, Kinase-Glo residual ATP luminescence; 0.007% of 270,000 active; Potency, µM (doses to about 57.5 µM), inactives show at the highest dose activity change, negative = inhibition, usual class: inhibitors; P51570; note: potency is the fitted concentration of half-maximal effect; % is set by controls: 0 for no effect and ±100 for the full control effect
# Target sequence (P51570 whole entry, looked up): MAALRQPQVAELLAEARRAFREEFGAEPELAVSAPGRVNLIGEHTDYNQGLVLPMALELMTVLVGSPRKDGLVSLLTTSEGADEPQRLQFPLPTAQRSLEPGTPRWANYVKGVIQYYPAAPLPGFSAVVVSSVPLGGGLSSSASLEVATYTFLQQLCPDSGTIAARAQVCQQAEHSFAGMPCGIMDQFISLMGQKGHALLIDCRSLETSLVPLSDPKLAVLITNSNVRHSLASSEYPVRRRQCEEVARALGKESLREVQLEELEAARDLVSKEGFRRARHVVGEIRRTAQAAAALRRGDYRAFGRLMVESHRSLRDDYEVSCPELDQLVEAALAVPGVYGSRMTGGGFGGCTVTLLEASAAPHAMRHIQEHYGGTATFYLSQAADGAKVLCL
#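 ATP-depletion format; final 35 uM ATP, 100 uM D-galactose, 5 nM enzyme; pH 8.0 HEPES/Mg2+ buffer; 60 min RT; luminescence read 10 min after detection reagent.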
# a7 integrin act: qHTS for Activators of Integrin-Mediated Alleviation for Muscular Dystrophy | alpha7betagal myoblasts, beta-gal FDG fluorescence, 48 h | Potency, µM (series often up to 38.3 µM), inactives show at the top dose activation, actives largely listed as activators | 0.064% of 350,000 active | AID 624291, 2012;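 note: potency is the fitted concentration of half-maximal effect; 100% = response of the positive control SU9516; nearly all actives have a fitted effect of over 60% in size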
#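 Alpha7betagal+/- myoblasts (passage 13) were plated 16-24 hr, then exposed to compounds (1:260 dilution of DMSO stock) for 48 hours at 37C. After MPER lysis, β-galactosidase reporter activity was read as FDG fluorescence (ex 480/em 540) after 30 minutes.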
# Tb PFK block: qHTS Assay to Find Inhibitors of T. brucei phosphofructokinase | ATP-dependent 6-phosphofructokinase (Trypanosoma brucei brucei), O15648 | AID 485367, 2010 | T. brucei PFK, ADP-Glo luminescence | Potency, µM (titrated, usually from 57.5 µM), without a hit: at the highest dose activity, negative = inhibition, usual class: inhibitors | 0.17% of 330,000 active;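 note: potency is the fitted concentration of half-maximal effect; 0% = uninhibited 1x PFK enzyme wells and -100% = no-enzyme wells; nearly all actives have a fitted effect of over 60% in size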
#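 In TEA buffer at pH 8.0 with 5 mM MgCl2, enzyme (1.25 nM) converted F6P (0.5 mM) and ATP (0.1 mM) for 45 min at room temperature. ADP product was read by luciferase luminescence.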
# PKM2 activator: qHTS Assay for Activators of Human Muscle isoform 2 Pyruvate Kinase. Pyruvate kinase PKM (Homo sapiens), P14618. purified PKM2, Kinase-Glo ATP luminescence, activation; response scale: 0% is enzyme alone, no compound. Potency, µM (doses to about 57.5 µM), for the others: at the highest dose activation, most hits filed as activators. 0.34% of 260,000 active; note: potency is the fitted concentration of half-maximal effect; % is set by controls: 0 for no effect and ±100 for the full control effect; nearly all actives have a fitted effect of over 55% in size
#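 ATP formation by purified human PK-M2, quantified via coupled luciferase luminescence after 1 h at room temperature with 0.1 mM ADP and 0.5 mM PEP final.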
# FBPA coupling cs: qHTS Assay for Inhibitors of Fructose-1,6-bisphosphate Aldolase from Giardia Lamblia: Coupling assay counterscreen | activity change, negative = inhibition, % at 58.2 µM, hits read low | coupling enzyme system counterscreen, AmpLite Red fluorescence | 0.67% of 290,000 active | AID 2472, 2010; in the data active = activity change below about -30%; note: % is set by controls: 0 for no effect and ±100 for the full control effect
#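 Final compound at 57.5 uM, incubated 10 min at RT with coupling enzyme reagent (glyceraldehyde-3-phosphate), then 20 min with substrate and AmpLite Red detection. Fluorescence read at 525/598 nm; tests interference with the coupling assay, not aldolase inhibition.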
# Menin MLL FP TR: qHTS Assay for Inhibitors Targeting the Menin-MLL Interaction in MLL Related Leukemias: Competition With Texas Red Labeled MLL-derived Mutant Peptide; Menin + Texas Red MLL mutant peptide, fluorescence polarization; Potency, µM (top dose mostly 61.6 µM), for the others: top-dose FP activity change, negative = inhibition, hits mostly inhibitors; 0.23% of 270,000 active; AID 1768, 2009; active = well fitted inhibition curve with a large enough effect in the polarisation, with a control signal flat, not every such curve was filed as active; inconclusive = small, poorly fitted or top-dose-only effect, or effect the other way, or a change in a side signal; inactive = no such curve, though single readings can be large or run the other way; the % refers to the polarisation; note: potency is the fitted concentration of half-maximal effect; % of control where 0% means no effect; many of its hits are not listed in these tables
# B2AR arrestin: qHTS assay of beta-arrestin-biased ligands of beta2-adrenergic receptor; Beta-2 adrenergic receptor (Homo sapiens), P07550; beta-arrestin recruitment to beta2AR, cell-based reporter; Potency, µM (series often up to 46.1 µM), for the others: top-dose activation, most hits filed as activators; 0.02% of 330,000 active; AID 492947, 2010;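 note: potency is the fitted concentration of half-maximal effect; 0% = DMSO controls and full agonism = EC100 isoproterenol or metaproterenol; nearly all actives have a fitted effect of over 65% in size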
# Giardia kill: Small Molecules that selectively kill Giardia lamblia: qHTS; Giardia lamblia trophozoite viability; activity change, % at 7.66 µM, hits read low; 0.15% of 340,000 active; AID 540267, 2011; in the data active = activity change below about -80%; inconclusive = between about -30% and that limit;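 note: parasites exposed to compound for two days anaerobically before the ATP read; % is set by controls: 0 for no effect and ±100 for the full control effect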
#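 Luminescence from cellular ATP indicates surviving trophozoites (100 cells/well) following 48 hrs anaerobic compound treatment at 37 deg C; signal develops 15-30 min at room temperature.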
# ASM inhibitor: Inhibitors of Secretory Acid Sphingomyelinase (S-ASM): qHTS; Sphingomyelin phosphodiesterase (Homo sapiens), P17405; placental ASM, HMU-PC fluorogenic substrate, 60 min; Potency, µM (doses to about 57.5 µM), for the others: at the highest dose activity change, negative = inhibition, actives largely listed as inhibitors; 0.006% of 340,000 active; AID 504937, 2011; note: potency is the fitted concentration of half-maximal effect
#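 Fluorescence read-out (Ex 386 nm, Em 447 nm) after stopping the reaction at pH 10. Enzyme: ASM from human placenta; substrate HMU-PC0, 9 uM final; 60 min, 37 °C. Compound preincubation 10 min, ambient temperature.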
# Chronic BCR inh: qHTS Assay to Find Inhibitors of Chronic Active B-Cell Receptor Signaling; ABC-DLBCL IkBa-CBG/CBR reporter, luminescence ratio, 4 h; Potency, µM (titrated, usually from 46.1 µM), without a hit: at the highest dose ratio change, negative = lower green/red ratio, hits mostly inhibitors; 0.05% of 340,000 active; AID 493014, 2011; active = well fitted inhibition curve with a large enough effect in the signal ratio, with a control signal flat, not every such curve was filed as active; inconclusive = small, poorly fitted or top-dose-only effect, or effect the other way, or a change in a side signal; the % refers to the signal ratio;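 note: potency is the fitted concentration of half-maximal effect; plate controls were basal doxycycline-induced cells for no effect and cells given 10 µM MG132 for full effect; MG132 reads +100%, hits lower the ratio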
#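 Concentration-response series (up to 46 uM) were applied to TMD8 dual-reporter cells for 4 h at 37C with doxycycline. Green/red ratio, after filter-overlap correction, defined %Activity; red signal alone was normalised to basal cells and zero luminescence.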
# PTAP TSG101 blk: qHTS Assay for Iinhibitors of HIV-1 Budding by Blocking the Interaction of PTAP/TSG101. Fluorescence polarization, FITC-PTAP peptide / Tsg101 binding. Potency, µM (series often up to 115 µM), for inactives: top-dose activity change, negative = inhibition, most hits filed as inhibitors. 340,000 tested, under 10 active. AID 493005, 2010; active = well fitted inhibition curve with a large enough effect in the main read-out, with a control signal flat, not every such curve was filed as active; inconclusive = small, poorly fitted or top-dose-only effect, or effect the other way, or a change in a side signal; inactive = no such curve, though single readings can be large or run the other way; note: potency is the fitted concentration of half-maximal effect; % of control where 0% means no effect
# Target sequence (Q99816 whole entry, looked up): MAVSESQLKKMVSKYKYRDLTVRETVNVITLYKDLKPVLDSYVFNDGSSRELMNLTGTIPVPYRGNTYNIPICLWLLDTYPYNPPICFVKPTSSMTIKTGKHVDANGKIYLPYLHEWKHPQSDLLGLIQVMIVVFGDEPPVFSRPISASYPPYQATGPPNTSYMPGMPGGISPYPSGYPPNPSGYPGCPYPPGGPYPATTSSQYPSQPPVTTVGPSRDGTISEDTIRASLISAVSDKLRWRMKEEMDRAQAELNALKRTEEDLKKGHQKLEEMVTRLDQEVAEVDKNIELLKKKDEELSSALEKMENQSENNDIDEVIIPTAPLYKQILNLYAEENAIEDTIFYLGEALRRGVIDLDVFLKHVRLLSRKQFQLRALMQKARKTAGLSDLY
#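 Compounds were pin-transferred onto Tsg101 binding domain (10 uM final) in HEPES pH 7.5 buffer, then FITC-PTAP peptide was added at 50 nM final. After 20 min at RT, polarization reported peptide displacement across a qHTS concentration series.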
# * hit, by the source's call; ? = inconclusive; / = no result given; & = joins results of further samples; [ ] = dose if it differs, or a comment. Unless noted, calls come from the whole dose curve; as a rule, active = well fitted curve in the direction sought with a large enough effect; inconclusive = small, poorly fitted or top-dose-only effect, or another doubt; inactive = no such curve, though single readings can be large; an effect the other way counts as inactive or inconclusive.
# Start of the listing, in advance (five entries):
no.	compound	GALK inh	a7 integrin act	Tb PFK block	PKM2 activator	FBPA coupling cs	Menin MLL FP TR	B2AR arrestin	Giardia kill	ASM inhibitor	Chronic BCR inh	PTAP TSG101 blk
1	CN(C)C(=O)CCc1ccc2c3c([nH]c2c1)[C@]1(CCC2CCCC2)[C@@H](C(=O)N2CCOCC2)C[C@H](CC(=O)NC(C)(C)C)C(=O)N1CC3	/	6%	5%	/	/	/	-0.4%	-5	-3%	5%	-6%
2	COc1cc(C(=O)NC2CCN(Cc3ccccc3)CC2)cc(Cl)c1OC	0%	-23%	-5%	/	5	3%	0.4%	12	1%	-2%	1%
3	COc1ccc(N2CCN(C(=O)c3ccccc3NC(=O)c3ccccc3)CC2)cc1	-1%	-10%	-1%	2%	4	3%	0.2%	15	-2%	-10%	/
4	COc1ccccc1NS(=O)(=O)c1ccc(Br)s1	0%	21%	-5%	-1%	-9	-4%	0.2%	-2	5%	-6%	1%
5	Cc1cccn2c(=O)c3cc(C(=O)NCC4CCCO4)c(=N)n(CCc4ccccc4)c3nc12 (stereo not drawn)	0%	-3%	4%	/	0	/	-0.3%	-9	395%[activator]	-1%	-1%

# Results, repeating the preview:
no.	compound	GALK inh	a7 integrin act	Tb PFK block	PKM2 activator	FBPA coupling cs	Menin MLL FP TR	B2AR arrestin	Giardia kill	ASM inhibitor	Chronic BCR inh	PTAP TSG101 blk
1	CN(C)C(=O)CCc1ccc2c3c([nH]c2c1)[C@]1(CCC2CCCC2)[C@@H](C(=O)N2CCOCC2)C[C@H](CC(=O)NC(C)(C)C)C(=O)N1CC3	/	6%	5%	/	/	/	-0.4%	-5	-3%	5%	-6%
2	COc1cc(C(=O)NC2CCN(Cc3ccccc3)CC2)cc(Cl)c1OC	0%	-23%	-5%	/	5	3%	0.4%	12	1%	-2%	1%
3	COc1ccc(N2CCN(C(=O)c3ccccc3NC(=O)c3ccccc3)CC2)cc1	-1%	-10%	-1%	2%	4	3%	0.2%	15	-2%	-10%	/
4	COc1ccccc1NS(=O)(=O)c1ccc(Br)s1	0%	21%	-5%	-1%	-9	-4%	0.2%	-2	5%	-6%	1%
5	Cc1cccn2c(=O)c3cc(C(=O)NCC4CCCO4)c(=N)n(CCc4ccccc4)c3nc12 (stereo not drawn)	0%	-3%	4%	/	0	/	-0.3%	-9	395%[activator]	-1%	-1%
6	O=C(CSc1nc2ccccc2[nH]1)Nc1c(F)cccc1F	-1%	25%	-18%[0.46 µM]	-3%	1	8%	0.5%	-12	-3%	?	-13%
7	CC(NC(=O)COC(=O)CCC(=O)c1ccc(Cl)cc1)c1ccccc1 (stereo not drawn)	/	-4%	-3%	/	/	/	-1.7%	2	-2%	?	-5%
8	S=C(Nc1ccc(Br)cc1Cl)N1CCN(c2ccccn2)CC1	-2%	21%	3%	0%	1	-1%	-1.0%	20	1%	0%	0%
9	Cc1cc2c(c(=O)n1Cc1ccc3c(c1)OCO3)C(c1cccnc1)C(C#N)=C(N)O2 (stereo not drawn)	5%	-42%[inhibitor]	1%	-1%	4	2%	0.0%	-20	4%	-1%	-6%
10	O=C(Cc1ccccc1)NCc1ccccn1	1%	28%	2%	0%	1	-2%	0.3%	-6	2%	5%	-2%
11	O=S(=O)(Cc1ccccc1)NCC1CCCN(Cc2ccc3nonc3c2)C1 (stereo not drawn)	4%	-25%	-2%	2%	0	-11%	-0.5%	11	3%	-2%	-2%
12	CCC(C)NS(=O)(=O)c1ccc(OCC(=O)N2CCCCC2)cc1 (stereo not drawn)	-4%	-1%	-7%	-9%	1	-19%	-0.6%	27	3%	9%	0%
13	CN1CCC(=C2c3ccccc3Sc3ccccc32)CC1	/	/	/	/	-2&1	-18%	/	22	-1%	/	2%
14	Cn1nnnc1SCC(=O)NCc1ccco1	0%	7%	-14%	1%	1	10%	0.2%	12	4%	-1%	1%
15	CCOC(=O)Cn1c(=O)oc2cc(S(=O)(=O)N3CCn4c3nc3ccccc34)ccc21	0%	0%	-8%	5%	1	4%	-0.3%	-19	2%	-1%	1%
16	CC(C)(C)c1ccc(OCC(=O)OCCNC(=O)c2cccnc2)cc1	2%	-8%	-6%	2%	3	6%	-0.2%	16	0%	4%	1%
17	CC(Cn1cncn1)C(=O)N1CCN(S(=O)(=O)c2ccccc2)CC1 (stereo not drawn)	0%	4%	-2%	0%	-2	6%	-0.8%	-5	0%	3%	-5%
18	C=CCNC(=O)c1ccc(Sc2ccc(C)cc2)c([N+](=O)[O-])c1	-1%	6%	-1%	2%	-1	-3%	-0.3%	5	-2%	0%	-1%
19	CCOC(=O)C1(S(=O)(=O)c2ccc(Cl)cc2)CCN(Cc2ccc(C)cc2)CC1	5%	-29%	1%	0%	-1	?	0.4%	27	-1%	2%	-4%
20	Brc1ccc(Nc2nc3ccccc3n3nnnc23)cc1	0%	/	3%	9%	3	?	0.2%	/	/	?	/
21	CCCCOc1ccc(OCCCC)c2c1NC1(N2)C(=O)N(C(C)=O)c2ccccc21	-1%	10%	0%	1%	1	3%	0.4%	-10	-6%	-10%	1%
22	Cc1ccc(NC(=O)CCC(=O)NNC(=O)C(C)(C)C)c(C)c1	-3%	?	0%	-4%	4	5%	-0.2%	-1	1%	3%	-4%
23	CCC(CC)C(=O)Nc1cccc(-c2ccc3nncn3n2)c1	-2%	31%	1%	-4%[0.46 µM]	-2	-26%	-0.1%	-9	1%	1%	-2%
24	COC(=O)C1CCN(C(=O)Cc2c(OC)ccc3cc(Br)ccc23)CC1	0%	39%	0%	8%	-7	-8%	-0.6%	3	2%	-2%	-3%
25	CCOc1cc(/C=C2\NC(=O)NC2=O)ccc1OC(C)C(=O)O (stereo not drawn)	-2%	34%	19%	1%	1	-1%	0.0%	37[activator]	7%	5%	0%
26	O=C(CCC(=O)c1cccs1)OCC(=O)N1CCN(C(=O)c2ccco2)CC1	-2%	9%	0%	3%	4	-3%	-0.4%	9	-5%	3%	-2%
27	CCN(CC)C(=O)CSc1nnc(SCc2ccc(Cl)cc2)s1	-1%	0%	0%	7%	/	?	0.3%	-6	1%	6%	-3%
28	COc1ccccc1NC(=O)Nc1nnc(CC(=O)Nc2ccccc2C)s1	11%	-26%	-8%	0%	0	?	0.0%	-5	-3%	?	-1%
29	COC(=O)c1cc(-c2ccc(Br)cc2)on1	1%	4%	-2%	2%	3	-4%[11.7 µM]	-0.7%	-21	-2%	7%	-2%
30	Cc1ccc2cc(NC(=O)c3cccc(F)c3)ccc2n1	5%	0%	-1%	-10%	-8	/	0.5%	-21	3%	?	-6%
31	Cc1cccc(C(=O)NC(=S)N2CCc3ccccc3C2)c1	/	-21%	-16%	2%	-2	-15%	-0.7%	-10	4%	?	-1%
32	CC(=O)c1ccc(N(CC(=O)NC2CCS(=O)(=O)C2)S(=O)(=O)c2ccc(Cl)cc2)cc1 (stereo not drawn)	/	28%	-2%	/	/	/	0.0%	3	0%	7%	-2%
33	CN(C)CCNC(=O)C1CCCNC1=O (stereo not drawn)	4%	3%	-7%	-8%	1	-9%	-0.3%	-12	2%	-3%	-6%
34	O=C1/C(=C/c2cccc([N+](=O)[O-])c2)CCc2ccccc21	/	-31%	1%	0%	4	-5%	-1.3%	3	-5%	-14%	0%
35	O=C1OCCC1Sc1nnc(-c2ccco2)o1 (stereo not drawn)	2%	7%	4%	6%	1	13%	-0.1%	-6	4%	-5%	0%
36	Cc1nc2ccc([N+](=O)[O-])cc2s1	1%	18%	-1%	7%	2	12%	-0.3%	9	5%	0%	-3%

# Some of the compounds tested; the hit share may differ from the screen's.
